# Bioassay records: PubChem, National Center for Advancing Translational Sciences (NCATS)
# Pf growth 96h = Primary qHTS for delayed death inhibitors of the malarial parasite plastid, 96 hour incubation. Potency, µM (top dose mostly 28.7 µM), for inactives: at the top dose activity change, negative = inhibition, hits mostly inhibitors. AID 504834, 2011. P. falciparum luciferase reporter growth, 96 h. 6.9% of 320,000 active; note: potency is the fitted concentration of half-maximal effect; % is set by controls: 0 for no effect and ±100 for the full control effect
#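 P. falciparum expressing integrated firefly luciferase, in erythrocytes at 2% hematocrit, 0.05% parasitemia, incubated with compounds 96 h at 37 C, 5% CO2. Growth inhibition read as loss of luminescence; two-generation exposure targets delayed-death apicoplast inhibitors.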
# CHX counter = Cycloheximide Counterscreen for Small Molecule Inhibitors of Shiga Toxin | cell reporter, cycloheximide protein synthesis inhibition counterscreen | max response, % | 12% of 300,000 active; in the data active = max response mostly above about 13%, no sharp cut-off; inactive = mostly below about 14%; note: read at 38.3 µM for the half of the compounds with a filed dose; 0% is about no effect
# AMA1 RON2 block = qHTS for Inhibitors of AMA1-RON; Towards Development of Antimalarial Drug Lead: Primary Screen; 0.2% of 360,000 active; Potency, µM (top dose mostly 58.2 µM), inactives show at the highest dose activity change, negative = inhibition, usual class: inhibitors; AlphaScreen AMA1-biotinylated RON2 peptide binding; Plasmodium falciparum AMA1 (3D7) - RON2 peptide interaction;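 note: potency is the fitted concentration of half-maximal effect; 0% = vehicle wells and -100% = peptide control; nearly all actives have a fitted effect of over 45% in size; some results filed as inactive show a strong effect at the top dose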
#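 AMA1 (3D7) with his tag at 25 nM final met compounds first, then biotinylated RON2 peptide at 25 nM; detection used donor plus acceptor beads, 10 µg/mL apiece, read by AlphaScreen after 30 min at room temperature.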
# Shiga toxin inh = A qHTS for Small Molecule Inhibitors of Shiga Toxin; inhibition, % at 38.7 µM; 9.2% of 290,000 active; Vero cells, Shiga toxin protein synthesis inhibition reporter; AID 2315, 2010; in the data active = inhibition mostly above about 28%, no sharp cut-off; inactive = mostly below about 43%; note: 0% is about no effect
# Pf growth 48h = Primary qHTS for delayed death inhibitors of the malarial parasite plastid, 48 hour incubation; P. falciparum luciferase growth in erythrocytes, 48 h; Potency, µM (highest dose often 28.7 µM), without a hit: top-dose activity change, negative = inhibition, usual class: inhibitors; 5.9% of 310,000 active; note: potency is the fitted concentration of half-maximal effect; % is set by controls: 0 for no effect and ±100 for the full control effect
#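 Erythrocytes infected with P. falciparum carrying an integrated firefly luciferase reporter (2% hematocrit, 0.1% parasitemia final) were exposed to compounds in RPMI 1640 with 0.5% Albumax at 37 C, 5% CO2. Growth inhibition was scored as reduced luminescence.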
# LmPK inh = qHTS Assay for Inhibitors of Leishmania Mexicana Pyruvate Kinase (LmPK); Q27686; purified LmPK, Kinase-Glo ATP luminescence, 1 h; Potency, µM (series often up to 57.5 µM), for the others: top-dose activity change, negative = inhibition, hits mostly inhibitors; 0.37% of 290,000 active; AID 1721, 2009; note: potency is the fitted concentration of half-maximal effect; % is set by controls: 0 for no effect and ±100 for the full control effect
# Target sequence (Q27686 whole entry, looked up): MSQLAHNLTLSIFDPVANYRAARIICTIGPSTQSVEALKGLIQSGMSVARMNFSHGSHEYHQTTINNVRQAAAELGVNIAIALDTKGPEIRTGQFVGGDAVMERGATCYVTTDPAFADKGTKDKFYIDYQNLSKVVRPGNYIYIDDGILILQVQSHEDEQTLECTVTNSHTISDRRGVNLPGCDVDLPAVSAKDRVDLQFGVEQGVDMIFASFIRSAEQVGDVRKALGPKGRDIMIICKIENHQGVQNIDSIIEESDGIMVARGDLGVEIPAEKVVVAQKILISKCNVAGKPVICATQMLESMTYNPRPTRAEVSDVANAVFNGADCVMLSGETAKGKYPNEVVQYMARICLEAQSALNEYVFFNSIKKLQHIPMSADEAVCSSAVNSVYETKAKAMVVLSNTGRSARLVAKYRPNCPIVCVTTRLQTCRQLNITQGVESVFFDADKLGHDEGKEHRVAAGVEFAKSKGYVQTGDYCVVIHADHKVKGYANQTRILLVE
#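 Purified LmPK (0.1 nM) with 0.5 mM PEP and 0.1 mM ADP in imidazole buffer pH 7.2 with MgCl2/KCl, 1 h at room temperature. ATP formed was read by luciferase luminescence and normalized to no-enzyme and uninhibited controls.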
# TbPYK inhibitor = qHTS of Trypanosoma Brucei Inhibitors. pyruvate kinase (Trypanosoma brucei), Q57TT1. TbPYK enzyme, Kinase-Glo Plus ATP luminescence, 45 min. Potency, µM (highest dose often 76.8 µM), inactives show at the top dose activity, negative = inhibition, usual class: inhibitors. 0.12% of 410,000 active. AID 624173, 2012; note: potency is the fitted concentration of half-maximal effect; % is set by controls: 0 for no effect and ±100 for the full control effect; nearly all actives have a fitted effect of over 50% in size
#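 Quantitative HTS: titrated library compounds versus trypanosomal pyruvate kinase in TEA buffer (pH 7.2) containing KCl, MgCl2, BSA and Tween-20. Reactions were initiated with ADP, 130 uM final. Kinase-Glo Plus luminescence was read after 45 min at RT.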
# The depositor's hits bear a star; ? = inconclusive; / = not tested or not shown; & = joins results of further samples; [ ] = another dose, or the depositor's remark. Unless noted, calls come from the whole dose curve; as a rule, active = well fitted curve in the direction sought with a large enough effect; inconclusive = small, poorly fitted or top-dose-only effect, or another doubt; inactive = no such curve, though single readings can be large; an effect the other way counts as inactive or inconclusive.
SMILES,Pf growth 96h,CHX counter,AMA1 RON2 block,Shiga toxin inh,Pf growth 48h,LmPK inh,TbPYK inhibitor
CCCCOC(=O)c1ccc(S(N)(=O)=O)o1,?,11*,-6%,-14,11%,-3%,-5%
CCC(C)C(NC(=O)C1CCC(C)CC1)C(=O)NCc1ccco1 (configuration not stated),-1%,-4,2%,-2,-18%,-2%,5%
Cc1cc(C(F)(F)F)nn1CC(=O)Nc1cccnc1,6%,-6,-5%,2,-9%,-4%,4%
Cc1ccc(SCc2[nH]nc3c2C2(C(=O)Nc4ccc(F)cc42)C(C#N)=C(N)O3)cc1 (configuration not stated),/,-5,-14%,-9,4%,-4%,7%
CCN1C(=O)c2ccccc2Sc2ccc(C(=O)NCCCN(CC(C)C)CC(C)C)cc21,27%,23,-1%,-3,10µM*,-8%,7%&1%
COc1cc(SC)ccc1C(=O)N1CCc2ccccc21,2%,-2,-5%,/,?,-1%,-2%
O=C(Cc1coc2cc3c(cc12)CCC3)NC1CCCCCCC1,29%,12*,23%,2,8%,-2%,2%
CCSc1nnc(NC(=O)c2ccccc2)s1,171%[activator],37*,12%[2.32 µM],76*,88%[activator],-13%,-1%
CC1CN(S(=O)(=O)c2cccc(C(=O)Nc3ccccc3N3CCOCC3)c2)CC(C)O1 (configuration not stated),?,/,0%,/,13µM*,/,-1%
Cc1nnc(SCC(=O)Nc2nccs2)n1N,47%[activator],/,-20%,/,5%,/,4%
c1ccc2c(c1)sc1ccccc12,1%,/,/,/,9%,/,0%
CC(NC(=O)CN1CCOCC1)c1ccccc1 (configuration not stated),?,-2,9%,-7,13%,3%,2%
Cc1cc(=O)n(-c2ccccc2)n1-c1ccccc1,9%,1,10%,-8,1%,-1%,-4%
Cc1ccc(OS(=O)(=O)c2cn(C)c(=O)n(C)c2=O)cc1C,0%,8,21%,25,15%,-4%,0%
Cc1ccc(C)c(NC(=O)COC(=O)c2cc(=O)c3ccccc3o2)c1,31%[activator],/,-14%,/,37%[activator],/,8%
CCOc1ccc(CN2C(=O)c3ccccc3Sc3ccc(C(=O)NCc4ccc5c(c4)OCO5)cc32)cc1,/,4,/,1,/,/,0%
CC(=O)Nc1cccc(NC(=S)Nc2ccc(F)c(Cl)c2)c1,?,0,9%,15,?,-5%,5%
N#Cc1ccc(CN2CCN(CC(=O)NCCc3ccc(Cl)cc3Cl)CC2)cc1,-8%,-6,23%,-9,0%,-1%,0%
COc1ccc(S(=O)(=O)N2CCOC23CCN(S(=O)(=O)c2ccc([N+](=O)[O-])cc2)CC3)cc1,12µM*,/,-11%,/,?,/,-2%
O=C(C[n+]1cc(-c2ccc(Cl)cc2)n2c1CCCCC2)c1ccccc1,?,26*,-15%,52*,?,3%,-1%
Cc1ccc(S(=O)(=O)N2CCN(C(=O)COC(=O)CCc3ccccc3)CC2)c(C)c1,-15%,/,-8%,/,-5%,/,-2%
COc1ccc(C(=O)NCc2nnc(SCC(=O)N3CCCc4ccccc43)o2)cc1OC,-9%,4,-7%,15,?,0%,-9%
Cc1cc(=O)oc(C)c1C(=O)Nc1cccc2ccccc12,-11%,-5,17%,-14,/,-9%,4%
CN(C)c1ccc(N=Cc2cccn2C)cc1,?,85*,22µM*,107*,3%,-7%,-10%
COc1ccc(/C=N/NC(=O)c2cccc([N+](=O)[O-])c2)cc1O,4%,25*,46%[activator],102*,-14%,-3%,-1%

# Profiles from above.
# Profile of CCC(C)C(NC(=O)C1CCC(C)CC1)C(=O)NCc1ccco1 (configuration not stated) : Pf growth 96h: -1%; CHX counter: -4; AMA1 RON2 block: 2%; Shiga toxin inh: -2; Pf growth 48h: -18%; LmPK inh: -2%; TbPYK inhibitor: 5%
# Profile of CC(=O)Nc1cccc(NC(=S)Nc2ccc(F)c(Cl)c2)c1 : Pf growth 96h: ?; CHX counter: 0; AMA1 RON2 block: 9%; Shiga toxin inh: 15; Pf growth 48h: ?; LmPK inh: -5%; TbPYK inhibitor: 5%
# Profile of COc1ccc(S(=O)(=O)N2CCOC23CCN(S(=O)(=O)c2ccc([N+](=O)[O-])cc2)CC3)cc1 : Pf growth 96h: 12µM*; CHX counter: /; AMA1 RON2 block: -11%; Shiga toxin inh: /; Pf growth 48h: ?; LmPK inh: /; TbPYK inhibitor: -2%

# Given with values under each structure: part of the list above
# Values run as follows: Pf growth 96h	CHX counter	AMA1 RON2 block	Shiga toxin inh	Pf growth 48h	LmPK inh	TbPYK inhibitor
N#Cc1ccc(CN2CCN(CC(=O)NCCc3ccc(Cl)cc3Cl)CC2)cc1
 : -8%	-6	23%	-9	0%	-1%	0%
COc1ccc(S(=O)(=O)N2CCOC23CCN(S(=O)(=O)c2ccc([N+](=O)[O-])cc2)CC3)cc1
 : 12µM*	/	-11%	/	?	/	-2%
O=C(C[n+]1cc(-c2ccc(Cl)cc2)n2c1CCCCC2)c1ccccc1
 : ?	26*	-15%	52*	?	3%	-1%
Cc1ccc(S(=O)(=O)N2CCN(C(=O)COC(=O)CCc3ccccc3)CC2)c(C)c1
 : -15%	/	-8%	/	-5%	/	-2%
COc1ccc(C(=O)NCc2nnc(SCC(=O)N3CCCc4ccccc43)o2)cc1OC
 : -9%	4	-7%	15	?	0%	-9%
Cc1cc(=O)oc(C)c1C(=O)Nc1cccc2ccccc12
 : -11%	-5	17%	-14	/	-9%	4%

# More records follow.
SMILES,Pf growth 96h,CHX counter,AMA1 RON2 block,Shiga toxin inh,Pf growth 48h,LmPK inh,TbPYK inhibitor
CCn1c(SCC(=O)NCC2CCCO2)nnc1-c1ccccc1 (configuration not stated),41%[activator],9,-2%,7,/,5%,-5%
COc1ccc(CSc2nnnn2-c2ccc(C(N)=O)cc2)cc1[N+](=O)[O-],10%,-2,0%,23,19%[0.00184 µM],1%,-1%
COc1ccc(CCNC(=O)C(C)OC(=O)c2ccco2)cc1OC (configuration not stated),?,-5,6%,-9,/,-2%,-21%
Cc1ccc(C)c(N2CCN(C3CCCC(C)C3)CC2)c1 (configuration not stated),?,-1,-9%,-8,?,-10%,4%
CC(NC(=O)c1ccccc1F)c1nnc(SCc2nc3ccccc3c(=O)[nH]2)n1C (configuration not stated),23%,4,1%,-3,26%,-6%,-7%
COc1cccc(CN2CCC(Oc3ccc(C(=O)N4CCCCC4)cc3)CC2)c1O,-6%,6,3%,-5,?,-5%,-10%
CN(C)c1ccc(C2Nc3cccc4cccc(c34)N2)cc1,3.7µM*,11,-8%,31,/,-6%,-4%
COc1cc2ncnc(NCc3ccc(Cl)cc3)c2cc1OC,-12%,0,-2%,-5,?,0%,4%
Cn1c(CSCc2ccccc2Cl)n[nH]c1=S,44%[5.75 µM],6,86%[activator],-3,10%,-3%,?
CC(=O)c1ccc(NC(=O)Nc2ccccc2)cc1,/,38*,8%,79*,114%[activator],-9%,-2%
Cc1ccccc1C(=O)NCC(=O)O,26%,11,-3%,-13,-10%,-2%,6%
Cc1cc(=O)[nH]c(N/N=C/c2cc(C)n(CC(F)(F)F)c2C)n1,?,11,95%[activator],28,?,4%,-2%
Cc1ccc(C)c(S(=O)(=O)N2CCNCC2)c1,-4%,4,0%,-2,0%,5%,-2%
CCc1ccc(S(=O)(=O)NCc2cn3ccsc3n2)s1,14%,-2,3%,-11,8%,0%,2%
CN(C)C(=O)c1ccc(NC(=O)CC2SC(N3CCCC3)=NC2=O)cc1 (configuration not stated),30%[activator],/,-9%,/,23%,/,6%
COc1ccc(C(=O)NCC(=O)c2ccccc2)cc1,17%,36*,-4%,/,279%[activator],0%,-8%
O=C1CC(C(F)(F)C(F)(F)C(F)(F)C(F)F)=Nc2ccccc2N1,-15%,-2,11%,-4,?,0%,?
CCCN(CCC)CCNC(=O)C1CCN(Cc2nc(-c3ccc(Cl)cc3)oc2C)CC1,?,-3,-11%,26,4.7µM*,-1%,1%
Cc1n[nH]c(=O)n1-c1cccc(C(F)(F)F)c1,-15%,-2,16%,-6,-14%,-4%,1%
CN(Cc1ccnc2ccccc12)C(=O)C1CCC(=O)N(Cc2ccccc2F)C1 (configuration not stated),?,-2,7%,-12,-18%,0%,-10%
CNC(=S)NC1CC2CCCC(C1)N2Cc1ccc(C)cc1 (configuration not stated),2%,0,0%,-17,?,-3%,1%
CCOc1ccc(/C=N/NC(=O)c2ccc(O)cc2)cc1CN1CC2CC(C1)c1cccc(=O)n1C2 (configuration not stated),?,/,-2%,/,?,/,-6%
NS(=O)(=O)c1ccc(CNS(=O)(=O)c2cc(Cl)ccc2Cl)cc1,2%,-4,2%,5,-2%,1%,-6%
O=C(N=Nc1c(O)[nH]c2ccc(Br)cc12)c1cc(-c2cccs2)nc2ccccc12,7%,0,17%,-11,-1%,0%,0%
COc1ccc(S(=O)(=O)N2CCN(CC(=O)Nc3ccccc3OC)CC2)cc1,?,-2,21%,-11,-28%,-4%,-1%

# Carrying on.
SMILES,Pf growth 96h,CHX counter,AMA1 RON2 block,Shiga toxin inh,Pf growth 48h,LmPK inh,TbPYK inhibitor
CCOC(=O)c1ccccc1-c1csc(NS(=O)(=O)c2ccc(Cl)cc2)n1,-6%,1,0%,-11,-4%,2%,1%
NC(=O)CCC(NC(=O)c1ccc(Cl)cc1)C(=O)O (configuration not stated),19%,-9,14%,38,13%,-7%,1%
CCC(=O)Nc1cccc(C(=O)c2ccccc2)c1,/,11*,-2%,2,15%,-1%,-2%
Cc1ccc(C(=O)NCCNC(=O)COc2ccc(C)c(C)c2)cn1,27%,-6,-5%,-4,7%,-1%,-4%
CCCn1c(N)c(N(CCOC)C(=O)C(C)Oc2ccc(F)cc2)c(=O)[nH]c1=O (configuration not stated),18%,/,-1%,/,?,/,3%
COc1ccc(OC)c(N(CC(=O)Nc2cccnc2)S(=O)(=O)c2ccc(C)cc2)c1,?,-3,-2%,-11,/,5%,12%
COc1ccc(NC(=O)c2cc(-c3cccnc3)nc3c(C)c(C)ccc23)c(OC)c1,0.83µM*,-1,-7%,-5,?,4%,0%
O=C(Nc1ccc([N+](=O)[O-])cn1)c1ccc2c(c1)OCO2,3%,31*,18%,68*,206%[activator],2%,2%
